Bioassay records from PubChem BioAssay.
BoNT A protease = BoNT A light chain protease inhibition | multiplex microsphere protease substrate cleavage, flow cytometry | inhibition, % at 10 µM | actives 0.17% (n = 360,000) | AID 588499; also: plate controls were buffer without enzyme for full effect and enzyme alone for no effect
Anthrax LF inh2 = anthrax lethal factor protease inhibition | multiplex microsphere protease cleavage assay, LF | inhibition, % at 10 µM | actives 0.12% (n = 360,000); also: plate controls were buffer without enzyme for full effect and enzyme alone for no effect
Target sequence (P15917 whole entry, looked up): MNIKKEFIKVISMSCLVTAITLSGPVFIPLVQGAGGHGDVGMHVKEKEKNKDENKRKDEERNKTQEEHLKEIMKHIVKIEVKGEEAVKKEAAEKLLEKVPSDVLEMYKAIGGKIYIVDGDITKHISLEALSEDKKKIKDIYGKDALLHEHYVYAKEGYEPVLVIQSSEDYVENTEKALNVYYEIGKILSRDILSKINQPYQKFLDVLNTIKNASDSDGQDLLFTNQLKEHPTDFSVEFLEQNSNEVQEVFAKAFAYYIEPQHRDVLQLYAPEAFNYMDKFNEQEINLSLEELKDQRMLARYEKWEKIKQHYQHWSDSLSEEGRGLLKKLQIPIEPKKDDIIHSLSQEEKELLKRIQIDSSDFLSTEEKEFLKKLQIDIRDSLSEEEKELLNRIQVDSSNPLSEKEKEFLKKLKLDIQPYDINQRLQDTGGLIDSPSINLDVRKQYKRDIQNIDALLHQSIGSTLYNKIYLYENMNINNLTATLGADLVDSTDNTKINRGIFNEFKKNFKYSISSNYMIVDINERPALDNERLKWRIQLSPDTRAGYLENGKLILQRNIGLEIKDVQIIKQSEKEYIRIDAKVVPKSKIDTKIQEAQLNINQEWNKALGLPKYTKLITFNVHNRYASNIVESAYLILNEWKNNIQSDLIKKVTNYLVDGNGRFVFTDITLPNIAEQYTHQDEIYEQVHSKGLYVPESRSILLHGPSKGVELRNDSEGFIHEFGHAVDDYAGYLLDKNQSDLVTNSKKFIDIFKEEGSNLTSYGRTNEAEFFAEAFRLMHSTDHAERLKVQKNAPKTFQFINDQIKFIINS
TcdB GH inh = inhibitors of Clostridioides difficile toxin B glycohydrolase; TcdB glycohydrolase enzymatic assay, plate reader; P18177; actives 0.24% (n = 350,000); inhibition, % at 9.99 µM; AID 652162; in the data active = inhibition above about 10%
PfHsp40 rescue = compounds rescuing yeast from Plasmodium falciparum HSP40 toxicity; actives 0.68% (n = 340,000); AID 504582; S. cerevisiae expressing PfHsp40, growth rescue, ATP luminescence; growth rescue, % at 12.5 µM; in the data active = growth rescue above about 28%, passing the limit was not always enough; inconclusive = no clear call, values can overlap the other calls;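 also: yeast W303a lacking pdr1 and pdr3 grown in galactose medium; growth measured after three days at 30 °C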
3CLpro inhibitor = SARS-CoV 3CLpro protease inhibition | P0C6X7 | recombinant SARS-CoV 3CLpro, quenched FRET peptide cleavage | inhibition, % at 6 µM | actives 0.14% (n = 290,000) | AID 1706; in the data active = inhibition above about 12%
PriA SSB inh = K. pneumoniae PriA-SSBct interaction inhibition; AlphaScreen SSBct-PriA binding, biotinylated peptide; inhibition, % at 33 µM; actives 0.6% (n = 430,000); AID 1272365; in the data active = inhibition mostly above about 37%, no sharp cut-off; inactive = mostly below about 20%;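 also: plate controls were negative control peptide for no effect and reference peptide for full effect; strong numbers were not always called active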
Vc quorum ag = quorum light induction in luxS cqsA deficient V. cholerae | activation, % at 18.7 µM | actives 0.16% (n = 350,000) | V. cholerae BH1578 lux reporter, luminescence, 6 h | AID 588436; in the data active = activation mostly above about 9.7%, no sharp cut-off; inconclusive = no clear call, values can overlap the other calls; inactive = mostly below about 3.7%; also: not every result past the cut was called active; inactives centre near 0; reference of the scale not given here
Yp Topo-I inh = inhibitors of Yersinia pestis topoisomerase I | Y. pestis Topo-I cleavage product accumulation, plate reader | activity, % at 10 µM | actives 0.064% (n = 360,000); in the data active = activity above about 50%, passing the limit was not always enough; inconclusive = no clear call, values can overlap the other calls; also: inactives centre near 2
PrPC surface inh = cell surface PrPC inhibition, primary TR-FRET screen | P04156 | TR-FRET read-out | inhibition, % at 13.8 µM | actives 0.43% (n = 370,000) | AID 720596; in the data active = inhibition above about 24%; also: 0% = median of the test wells and 100% = reference compound wells
* hit, by the source's call; i = inactive; ? = inconclusive; . = not tested or not shown; & = joins results of further samples. Rule as the data show it, unless noted: active = inhibition above about 30%; inconclusive = no clear call, values can overlap the other calls; inactive = below that. This is a subset; the hit share may differ from the screen's.

Structure	PriA SSB inh	TcdB GH inh	PfHsp40 rescue	PrPC surface inh	Anthrax LF inh2	3CLpro inhibitor	Vc quorum ag	BoNT A protease	Yp Topo-I inh
COc1ccc(OC)c(-n2c(-c3cccc(S(=O)(=O)N(C)C)c3)n[nH]c2=S)c1	7	0.9	-0.1	-4	2	0	-0.2	0.8	-5
COc1cccc(NC(=O)CN(C)C(=O)c2csc3c2CCCC3)c1	-12	-0.7	0.0	-4	6	.	0.5	0.4	6
COC(=O)c1ccccc1Oc1ccc(NC(=O)c2ccco2)cc1	-2	0.5	2.8	-4	-3	1	i	-0.4	7
COC(=O)c1ccc(COc2ccc(-c3nn[nH]n3)cc2)cc1	-6	.	0.4	-4	-28	-2	11	49*	1
Cc1ccc(N/N=C2\CS(=O)(=O)N(C)c3ccsc32)cc1	.	-2.4	1.4	2	-5	-5	-0.2	-0.2	-6
CC(O)c1cccc(NC(=O)CCCc2ccccc2)c1 (stereo not given)	-2	-2.2	-2.5	2	0	-1	-0.3	0.0	-8
CCOc1ccccc1CNC(=O)CCc1cn(CC)c2ccccc12	6	0.8	2.5	11	7	1	0.6	-1.5	12
O=C(c1cccs1)N(c1ccc(Cl)cc1)C1C=CS(=O)(=O)C1 (stereo not given)	-1	0.7	-1.3	5	2	1	-0.3	0.0	5
Cn1ncc2c(NCc3ccccc3)ncnc21	-12	1.3	-1.6	-3	-6	3&1	i	-4.7	-7
FC(F)(F)c1cnc2c(c1)Nc1ccccc1S2	-1	.	0.6	-6	1	4	-1.7	1.1	-2
Cc1ccc(NC(=O)COC(=O)COc2cccc3c2OC(C)(C)C3)cc1S(=O)(=O)N1CCOCC1	-5	-0.1	-1.0	2	-4	.	i	-3.8	-5
CCCC(C)C(=O)NCc1ccc2c(c1)OCO2 (stereo not given)	-12	.	1.0	4	1	-1	1.4	-1.0	-2
Cn1c(CCC(=O)O)nc2cc(S(=O)(=O)N3CCCCC3)ccc21	-5	-1.5	-1.1	3	-8	.	-0.3	0.5	7
COc1ccccc1NC(=O)c1ccccc1-c1nc(-c2ccccc2OC)no1	-13	.	1.1	9	-4	5	-1.3	-5.4	0
COc1cc(CNc2ccc(CNc3ncn[nH]3)cc2)ccc1OCC(=O)NC(C)(C)C	6	.	2.4	-5	1	-3	i	-0.6	1
CCn1c(/C=C2\C(=O)Nc3ccccc32)nc2ccccc2c1=O	8	.	-0.3	-3	2	5	-2.0	-1.6	6
CN(C)CCNC(=O)c1[nH]nc2c1CCc1ccccc1-2	-7	0.7	-0.1	-5	-6	1	-6.7	-0.1	1
CC(=O)C1=C(O)C(=O)N(c2ccc(O)cc2)C1c1ccccc1[N+](=O)[O-] (stereo not given)	-3	8.8	-1.6	-6	13	-6	-0.4	-1.3	-7
CCN(CC)CCn1c2c(c(SCC(=O)Nc3ccc(C)c(F)c3)nc1=O)CCCC2	5	2.7	.	-6	6	.	-0.7	-0.4	-1
O=C(CN1C(=O)NC(c2ccccc2)(c2ccccc2)C1=O)Nc1ccc(N2CCOCC2)cc1	-9	-1.8	1.1	8	4	.	i	0.8	-2
O=C(NCC1CCCO1)c1ccc(NS(=O)(=O)c2cccs2)cc1 (stereo not given)	-7	0.3	-1.3	-7	2	1	i	0.7	0
CCOC(=O)C(NCCCCl)c1ccccc1 (stereo not given)	-7	.	-0.9	5	0	-5	i	-0.2	-3
Cc1cccc(C2=NN(c3ccccc3)[C@@H](C(=O)N3CCOC3=O)[C@@H]2c2ccc([N+](=O)[O-])cc2)c1	-12	-0.3	-1.5	-4	0	.	i	1.2	-16
COc1ccc(-c2nn(CCC#N)cc2C(=O)Nc2ccc(C(C)=O)cc2)cc1[N+](=O)[O-]	-12	-0.2	-1.3	-10	1	-2	0.7	1.5	-8
Cc1c(/C=N/Nc2ccc([N+](=O)[O-])cn2)c2ccccc2n1Cc1ccccc1	i	0.2	-0.4	-6	0	0	3.3	0.1	3
CCC(C)Nc1nc(N)c([N+](=O)[O-])c(Nc2ccccc2OC)n1 (stereo not given)	17	1.2	?	6	.	10	-1.3	.	-6
Cc1c(C(=O)NCc2ccc(C#N)cc2)sc(=O)n1Cc1ccc(C(=O)N(C)C)cc1	.	1.7	.	-5	-12	.	i	-0.6	-3
O=C(NNC(=O)c1ccc(Cl)cc1Cl)c1csc(-c2cccnc2)n1	-1	-1.0	-0.4	5	-1	-4	3.6	-1.3	-3
O=C(Nc1ccccc1Cl)c1ccc2nc(N3CCOCC3)sc2c1	4	0.7	0.6	6	1	0	-0.2	-0.7	3
Cc1cc(OCC(=O)Nc2nccs2)c2c(C)cc(=O)oc2c1	-1	2.9	0.1	1	-1	4	i	-0.7	5
CC(=O)N1CCN(C(=O)c2cc3c(s2)CCCC3)CC1	-6	-0.6	-0.1	4	-13	.	i	-84	-8
C/C(Cl)=C/Cn1c(SCC(C)C)nc2c1c(=O)[nH]c(=O)n2C	-3	.	-0.4	-4	-2	.	2.8	-0.6	1
COc1ccnc(NCc2cccc(C(F)(F)F)c2)c1C#N	-7	-0.7	0.5	1	1	-4	i	0.3	0
O=C(NCC1CC1)[C@]1(C(F)(F)F)C[C@H](CCC2CCCCC2)CCCO1	-60	1.6	18	7	-5	.	i	-1.1	37
CNc1oc(-c2ccccc2Cl)nc1C#N	12	.	-0.3	1	-1	5	-2.2	-0.1	-5
Cc1nnc(N/N=C/c2cccc(C(F)(F)F)c2)n1N	.	-0.5	-2.5	-1	6	-6	i	-2.4	-3
COCc1cc(C)nc(Nc2ccc(C)c(C)c2)c1C#N	-19	.	0.9	1	5	1	i	0.6	0
CCNc1nc(N2CCCC2)nc(N2CCCC2)n1	-18	0.7	0.5	2	-3	2	i	-0.1	3
Cn1nc(CC(=O)NC2CCCCCCCCCCC2)c2ccccc2c1=O	-13	.	-1.1	-3	0	-10	5.9	-0.2	-5
CCN1C(=O)C(F)(CC)C(=O)c2ccccc21 (stereo not given)	-7	.	0.5	7	1	-5	-0.6	-1.5	-1
Cc1cc(C)n2nc(SCC(=O)Nc3ccccc3)nc2n1	-12	2.2	-0.4	-2	-2	4	-5.2	-1.5	-3
COCCNC(=S)N(C)[C@H]1C[C@H]2c3cc(N4CCN(C)CC4)ccc3CCN2C(=O)[C@H]1[C@H](C)O	.	0.6	.	-5	3	.	-0.4	-0.2	0
CCCCNS(=O)(=O)c1ccc(OC)c(Cl)c1Cl	-20	.	-0.2	-3	-18	-1	.	-0.6	1
CC(C)(C)C1CCC(C(=O)NNC(=O)c2ccncc2)CC1 (stereo not given)	-2	-0.4	1.0	-2	1	.	i	-0.9	-10
CC(C)OCCCNC(=O)CCN1C(=O)COc2ccccc21	7	-0.2	0.0	-5	-6	-4	-0.4	-0.2	4
CCOc1ccc(NC(=O)c2ccc3snnc3c2)cc1	-2	.	-1.1	0	0	2	-0.4	-0.2	-5
CCN(C(=O)CSc1nc2ccccc2c(=O)n1Cc1ccc(C)cc1)C1CCS(=O)(=O)C1 (stereo not given)	-7	2.1	-0.8	-8	1	.	-0.3	-5.0	-7
O=C(NCC(c1cccnc1)N1CCN(c2ccc(F)cc2)CC1)c1ccc2c(c1)OCO2 (stereo not given)	5	.	-0.3	4	4	-1	i	0.7	9
O=C(C1CC1)N1CCN=C1SCc1ccc(Cl)cc1	-17	.	-0.3	-8	1	1	-0.5	0.2	1
CCCCn1cnc2c(oc3ccccc32)c1=O	-10	0.7	0.4	-1	19	-2	i	0.9	-3
O=C1NC(=O)C(CC(=O)N(Cc2ccco2)C2(C(=O)NC3CCCCC3)CCCCC2)N1 (stereo not given)	1	.	-1.5	4	6	0	4.6	-1.4	7
O=C1CN=C(c2ccccc2Cl)c2cc(Br)ccc2N1	0	4.9	-0.7	5	-5	.	-0.4	-0.6	8
Cc1cccc(Cn2c(SCCO)nc3c2c(=O)n(C)c(=O)n3C)c1	-2	.	-0.5	8	-5	1	-0.3	-0.6	10
COc1ccc(C2CC(c3ccc(OC)cc3)n3nc(NC(=O)c4ccco4)nc3N2)cc1 (stereo not given)	-8	.	-0.1	4	0	-1	i	-0.2	12
CCN(CC)S(=O)(=O)c1ccc(Cl)c(C(=O)Oc2cccnc2)c1	-12	.	1.8	3	-1	-1	-0.1	-0.1	-5
N#CC1=C2SCN(Cc3ccco3)CN2C(=O)CC1c1c(F)cccc1Cl (stereo not given)	-8	-1.8	-0.2	-5	-3	-1	-0.2	0.1	1
NC(=O)c1ccc(NC(=O)CCC(=O)N2CCN(S(=O)(=O)c3ccc(Cl)cc3)CC2)cc1	-5	-0.7	-0.7	-1	2	-2	-0.8	-1.5	0
COc1c(S(=O)(=O)NCCCn2ccnc2)ccc(Cl)c1Cl	-11	-0.1	0.4	-5	-9	-3	-0.7	-8.0	3
CCn1nc(C)cc1C(=O)Sc1cccc(Br)c1	6	-0.3	-2.2	-3	0	0	i	-0.7	5
CCOc1ccc(S(=O)(=O)N(C)c2ccc(OCC(=O)Nc3ccccc3F)cc2)cc1	-10	1.3	4.2	-1	-5	.	i	1.5	46

Later entries:
Structure	PriA SSB inh	TcdB GH inh	PfHsp40 rescue	PrPC surface inh	Anthrax LF inh2	3CLpro inhibitor	Vc quorum ag	BoNT A protease	Yp Topo-I inh
CCOC(=O)c1sc(=S)n(C)c1NC(=O)c1ccccc1C	0	.	1.1	-13	-6	2	0.6	-2.8	4
O=c1cc(SCc2ccccc2)nc[nH]1	-17	-10	0.5	9	-6	.	-4.3	1.5	4
O=C1[C@@H]2[C@H](C(=O)N1Cc1cccnc1)[C@H]1C=C[C@@H]2C1	-12	0.9	0.4	-6	0	2	-0.3	-0.8	-5
COc1ccc(NC(=S)N2CCN(C)CC2)cc1	0	0.5	.	-4	2	.	i	0.0	3
COc1cc(/C=N\NC(=O)CNC(=O)C2COc3ccccc3O2)ccc1O (stereo not given)	.	.	0.4	0	-1	0	i	0.1	8
Cc1ccc(C)c(OCCC(=O)OCC(=O)N(C)c2c(N)n(Cc3ccccc3)c(=O)[nH]c2=O)c1	-17	1.0	-0.8	2	-5	.	0.6	2.7	38
CC(=O)Nc1cc(N=Cc2ccc(O)cc2O)c(Cl)cc1Cl	4	.	0.5	.	1	-1	-0.3	-0.1	-5
Clc1ccc(C=NN2CCCCCC2)cc1	-9	0.4	0.0	-4	-10	.	-4.5	-0.6	0
COC(=O)c1cc(S(=O)(=O)NCCc2ccccc2)c[nH]1	-15	1.4	0.7	-3	0	-5	-0.2	0.1	1
CCOC(=O)C1CCN(C(=O)c2ccc(CNS(=O)(=O)c3ccc(C)cc3)cc2)CC1	-15	1.3	0.4	2	-3	5	0.4	0.6	18
CC(C)CC1c2[nH]c3ccccc3c2CCN1CCCn1cccn1 (stereo not given)	-6	1.8	0.2	-6	0	4	i	-0.8	0
O=C(CCl)Oc1ccc2occ(C(=O)c3cccs3)c2c1	1	.	6.0	8	-1	3	-0.8	0.4	2
COc1ccc([C@H]2/C=C\CN(S(=O)(=O)c3ccc(C)cc3)[C@@H](C)C(=O)N2Cc2ccc(F)cc2)cc1	-14	1.0	-0.4	-2	3	.	-0.4	-0.2	2
CC1=NN(C(N)=S)C(=O)C1N=Nc1cccc(C)c1 (stereo not given)	-5	-1.1	-1.5	-1	0	2	0.1	-1.2	6

Structural class: the compounds so far containing a tert-butyl group (two)
Structure	PriA SSB inh	TcdB GH inh	PfHsp40 rescue	PrPC surface inh	Anthrax LF inh2	3CLpro inhibitor	Vc quorum ag	BoNT A protease	Yp Topo-I inh
COc1cc(CNc2ccc(CNc3ncn[nH]3)cc2)ccc1OCC(=O)NC(C)(C)C	6	.	2.4	-5	1	-3	i	-0.6	1
CC(C)(C)C1CCC(C(=O)NNC(=O)c2ccncc2)CC1 (stereo not given)	-2	-0.4	1.0	-2	1	.	i	-0.9	-10
